TAG inh – inhibitors of triacylglycerol accumulation; H9c2 cells, Nile Red lipid (TAG) fluorescence; cells loaded with 200 µM oleic acid; inhibition, % at 12.5 µM; 230,000 tested, 0.66% active; AID 651582;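 active means pattern-corrected inhibition of lipid staining of at least 50% with the nuclear-stain viability signal not falling by more than 50%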;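 further: 0% = DMSO wells and 100% = triacsin C control wells; some results filed as inactive read as strong as hits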
TAG inh DAPI viability – recorded beside TAG inh, whose call it bears; DAPI nuclei signal change (viability), lower = more cytotoxic, %;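 whole-well DAPI fluorescence read on a plate reader as a viability signal; minus 50 percent equals half of cells still viable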
Starred values were filed as active, the others as inactive. This is a subset; the hit share may differ from the screen's.

Below each compound: TAG inh | TAG inh DAPI viability
> CSc1ccccc1OCc1cc(C(=O)NCCN2CCCC(O)C2)no1 (stereo not given)
  -4 | 7
> CCOC(=O)Cc1c(C)c2ccc(N(CC)CC)cc2oc1=O
  17 | 68
> Cc1cc(C2(c3ccc(O)c(C)c3)C(=O)Nc3ccccc32)ccc1O
  -37 | 1
> O=C(COC(=O)Cc1ccc(Cl)cc1)NCc1ccc(F)cc1
  -6 | 0
> Cc1ccn2c(NC3CCCCC3)c(-c3cccc(SC4CCCCC4)c3)nc2c1
  14 | 157
> O=C1CC(c2ccccc2)c2c(O)cc(O)cc2O1 (stereo not given)
  -13 | 12
> COc1ccc(NC(=S)Nc2cccnc2)c(OC)c1
  2 | 7
> Cc1cc(C(=O)N/N=C(\CCC(=O)O)c2cccs2)c2ccccc2n1
  1 | 4
> COc1cc(Cl)c(C)cc1NC(=O)COC(=O)c1cc(SC)ccc1Cl
  1 | -6
> CC(C)c1ccc(NC(=O)C2CCCCN2S(=O)(=O)c2ccccc2)cc1 (stereo not given)
  7 | -1
> COc1ccc2oc(C(=O)OC(C)C(=O)NCc3ccccc3)c(C)c2c1 (stereo not given)
  -4 | 7
> Cc1nonc1OCCNc1ccc([N+](=O)[O-])cc1
  -18 | -9
> COc1ccc(CNc2nc3nc(C)c(Cl)c(=O)n3[nH]2)cc1
  13 | -10
> O=c1[nH]ncc(N/N=C\c2ccncc2)c1Cl
  -1 | -4
> CCn1nc(C)cc1C(=O)N1CCCC(Nc2ccc(C(C)C)cc2)C1 (stereo not given)
  -14 | -6
> CSc1nc(-c2ccc(C)cc2)nc(N)c1C#N
  5 | 4
> NNC(=O)c1csc(-c2ccc(C(F)(F)F)cc2Cl)n1
  1 | -6
> CCc1ccc(-n2c(SCc3c(C)noc3C)nnc2-c2ccncc2)cc1
  3 | 1
> Cc1ccc(CSC2=NCCN2S(=O)(=O)c2ccc(C)cc2)cc1
  -19 | 6
> C[n+]1cccc2c(Br)ccc([O-])c21
  -2 | 0
> O=S(=O)(Nc1ccc(-n2cnnn2)cc1)c1cccc(F)c1
  -9 | 6
> CC(C)C(=O)Nc1nc2ccc(S(C)(=O)=O)cc2s1
  19 | 1
> CC(=O)Nc1cccc(OCC(=O)NS(=O)(=O)c2ccc(Cl)cc2)c1
  9 | -10
> Cc1ccc(S(=O)(=O)NCC2CCCO2)cc1 (stereo not given)
  -12 | 2
> OCC1(Cc2cccc(Cl)c2)CCCN(Cc2sc(N3CCCC3)nc2Cl)C1 (stereo not given)
  -18 | 15
> Cc1ccccc1-c1cc2nc(Oc3cccc(F)c3)n(C)c(=O)c2s1
  -28 | -7
> CN(CCO)c1cc(N(C)CCO)c([N+](=O)[O-])cc1[N+](=O)[O-]
  31 | -46
> CCC1(c2ccccc2)NC(=O)N(CC(=O)Nc2cccc(S(=O)(=O)N3CCCCC3)c2)C1=O (stereo not given)
  -2 | -6
> CCOc1ccc(NC(=O)CN(C)C(=O)c2cc3c(s2)CCCCC3)cc1OCC
  21 | 1
> O=C(N/N=C/C1CCCCC1)c1ccccc1-n1cccc1
  3 | -5
> NC(=O)c1cc(N)ccc1N1CCCC1
  12 | -5
> Cc1ccccc1CN1C[C@@H]2C[C@@H](c3ccc4nsnc4c3)N3CCC[C@@]23C1=O
  109 | -82
> CC(=O)n1c(C=Nc2ccc(Cl)cc2)c(O)c2ccccc21
  -43 | 6
> CCS(=O)(=O)c1ccc2oc(Nc3ccc(C(C)(C)C)cc3)nc2c1
  19 | -4
> COc1ccc(SCCN2CCN(CC(C)C)CCC2=O)cc1
  -6 | 3
> CCN1C(=O)c2cccc3c(S(=O)(=O)NC(Cc4c[nH]c5ccccc45)C(=O)O)ccc1c23 (stereo not given)
  -23 | 1
> O=C1CN(C(=O)COC(=O)CCNS(=O)(=O)c2ccc(Cl)cc2)c2ccccc2N1
  -31 | 7
> CCOC(=O)N1CCN(CC(=O)Nc2ccc(C)c(Br)c2)CC1
  -23 | -4
> O=C(NC1=NCCS1)C1CCN(S(=O)(=O)c2ccccc2C(F)(F)F)CC1
  -8 | 0
> COC(=O)c1ccc(CSc2ncnc3ccccc23)o1
  4 | -5
> CSc1ccc(C2C(C#N)=C(N)N(c3ccccc3)C3=C2C(=O)CCC3)cc1 (stereo not given)
  -9 | -8
> CCCCN1CC(COC)Oc2cccc(F)c2S1(=O)=O (stereo not given)
  1 | -2
> Cc1cc(CNC(=O)COc2ccc(F)cc2Cl)cc(C)c1O
  5 | 0
> COc1ccc(S(=O)(=O)N2CC(=O)Nc3ccccc32)cc1F
  6 | -7
> COc1ccc(C2=C/C(=C/c3cccnc3)C(=O)O2)cc1OC
  -13 | 11
> CC1CCC(NC(=O)c2cccc(S(=O)(=O)N3CCN(C)CC3)c2)CC1 (stereo not given)
  1 | -1
> Cc1cc(F)ccc1NC(=O)c1ccc(NS(=O)(=O)c2cccs2)cc1
  10 | 1
> CCOC(=O)c1sc2nc3c(SCC(=O)O)cc(C(=O)c4ccccc4O)cn3c(=O)c2c1C
  4 | 3
> [N-]=C=C1C(=S)NC(=O)[C@H]([n+]2ccccc2)[C@H]1c1ccc(Cl)cc1
  8 | 3
> CCCCCCc1cc2cc(-c3nnc(-c4ccccc4)o3)c(=O)oc2cc1O
  -27 | 112
> COc1ccc2[nH]cc(CCNC(=S)NCCc3ccccc3)c2c1
  -9 | 0
> Cc1ccc(NC(=O)COc2cccc(/C=C3\SC(=S)N(CCC(=O)O)C3=O)c2)cc1Cl
  7 | -4
> CC1(C)C(=O)N(CCN2CCC(C(=O)c3ccc(F)cc3)CC2)c2ccccc21
  -13 | 5
> C#CCN(C[C@@H]1[C@@H](OC(=O)NCc2ccc(OC)c(OC)c2)[C@@H](OC(=O)NCc2ccc(OC)c(OC)c2)Cn2c(=O)n(CCCCCC)c(=O)n21)S(=O)(=O)c1ccc(C)cc1
  38 | -16
> O=C(COn1nnc2ccccc21)N1CCN(Cc2ccccc2)CC1
  16 | -5
> Cn1c(-c2cc3ccccc3oc2=O)nc2ccccc21
  10 | -2
> CS(=O)(=O)N(CC(=O)NCC1CCCO1)c1cccc([N+](=O)[O-])c1 (stereo not given)
  1 | 5
> O=[N+]([O-])c1ccc(Cl)c(/C=N/N2CCN(C3c4ccccc4-c4ccccc43)CC2)c1
  37 | 7
> O=C(Cc1ccc([N+](=O)[O-])cc1)Nc1ccc(C(=O)N2CCOCC2)cc1
  2 | 0
> O=C(CN1CCN(c2cccc(C(F)(F)F)c2)CC1)Nc1ccc2c(c1)OCCCO2
  -3 | -6

Among those listed so far, these contain a COOH group.
Below each compound: TAG inh | TAG inh DAPI viability
> Cc1cc(C(=O)N/N=C(\CCC(=O)O)c2cccs2)c2ccccc2n1
  1 | 4
> CCN1C(=O)c2cccc3c(S(=O)(=O)NC(Cc4c[nH]c5ccccc45)C(=O)O)ccc1c23 (stereo not given)
  -23 | 1
> CCOC(=O)c1sc2nc3c(SCC(=O)O)cc(C(=O)c4ccccc4O)cn3c(=O)c2c1C
  4 | 3
> Cc1ccc(NC(=O)COc2cccc(/C=C3\SC(=S)N(CCC(=O)O)C3=O)c2)cc1Cl
  7 | -4

Additional results
Below each compound: TAG inh | TAG inh DAPI viability
> CCOc1ccc(-c2nnc(SCC(=O)N3CCNC3=O)o2)cc1
  2 | -2
> CCC(C(=O)NC1C(=O)N2C(C(=O)O)=C(CSc3nnc(C)s3)CSC12)c1ccccc1 (stereo not given)
  -8 | -1
> O=C(Cc1csc(-c2cccc(Cl)c2)n1)Nc1cccc(S(=O)(=O)NC2=NCCC2)c1
  3 | -3
> Cc1ccccc1C(=O)NNC(=O)C1CC(=O)N(Cc2ccccc2)C1 (stereo not given)
  -5 | 1
> Cc1noc(C)c1COc1ccccc1C(=O)NCCOc1ccccc1
  3 | 5
> COc1ccc(CNC(=O)c2c(C)cc(=O)oc2C)cc1OC
  -5 | -1
> CC1(C)CC(=O)C(C(=O)/C=C/NCCc2ccccc2)C(=O)C1
  -6 | 15
> CC[C@]12c3[nH]c4ccc(OC)cc4c3CCN1C(=O)C(CC(=O)NCCN1CCOCC1)C[C@@H]2C(=O)N1CCN(C(=O)c2ccco2)CC1 (stereo not given in full)
  -3 | 0
> CCCCn1c(N)c(N(CCC(C)C)C(=O)CSc2nncn2-c2ccccc2)c(=O)[nH]c1=O
  -12 | 4
> NS(=O)(=O)c1ccc(NC2=CC(c3ccc([N+](=O)[O-])cc3)N(c3ccc(S(N)(=O)=O)cc3)C2=O)cc1 (stereo not given)
  0 | -6
> CCOC(=O)c1[nH]c(C)c(C(=O)NCc2ccc(C)cc2)c1C
  -12 | 5
> COc1cc(CN2CCC(C(=O)NCC(C)(C)CN(C)C)CC2)ccc1OCc1ccccc1
  17 | 10
> C=C1C(O)C[C@@H](C(C)C)N(CC(C)C)S1(=O)=O (stereo not given in full)
  -1 | 12
> CNc1nc(SCc2ccc(C)cc2)nc2c1CCCC2
  -120 | 2
> COc1ccc(C(=O)NCCc2nnc3ccc(SCC(=O)Nc4ccccc4F)nn23)cc1
  -4 | 2
> CCOC(=O)c1cnc2c(c(C)nn2CC)c1NC1CC1
  -21 | -12
> O=C(CN1C(=O)c2ccccc2S1(=O)=O)Nc1ncc(Cl)cc1Cl
  -10 | 4
> O=C(O)CCCN1C(=O)c2ccc(Oc3cccc([N+](=O)[O-])c3)cc2C1=O
  4 | 9
> CN(CC1CCCO1)S(=O)(=O)c1ccc(C(=O)Nc2ccc3c(c2)OCO3)cc1 (stereo not given)
  13 | -5
> CCOC(=O)/C(=C\c1ccc(C)cc1)NC(=O)c1ccccc1
  -5 | -1

Single records, as listed above:
Profile of `CN(CC1CCCO1)S(=O)(=O)c1ccc(C(=O)Nc2ccc3c(c2)OCO3)cc1` (stereo not given) → TAG inh = 13; TAG inh DAPI viability = -5
Profile of `CCOC(=O)/C(=C\c1ccc(C)cc1)NC(=O)c1ccccc1` → TAG inh = -5; TAG inh DAPI viability = -1

(cont.)
Below each compound: TAG inh | TAG inh DAPI viability
> C/C(=N\NC(=O)CNC(=O)c1ccc2c(c1)OCO2)c1ccco1
  -21 | 17
> COC(=O)c1ccc(NS(=O)(=O)c2ccccc2)o1
  -8 | -3
> CC(C)c1ccc(NC(=O)COC(=O)Cn2cnc3c2c(=O)n(C)c(=O)n3C)cc1
  -9 | 6
> CCCCN(C=O)c1c(CC)nc2c(OCc3ccc(Cl)cc3)cccn12
  -8 | -13
> Fc1cccc(COc2ccccc2C(=S)N2CCCC2)c1
  -13 | 0
> CCOC(=O)c1[nH]c2ccccc2c1NC(=S)Nc1cccc(C)c1
  12 | -15
> CCC(C)N(CCNC(=O)CC1Oc2ccc(C)cc2NC1=O)C1CCCCC1 (stereo not given)
  12 | -3
> CC(C)Sc1nc2ccc(Br)cc2[nH]1
  5 | 11
> N#CC12CCCCC1CC1CCCCC1(C#N)N2N (stereo not given)
  3 | -14
> COC(=O)CSc1nc(N)nc(C)c1Cl
  2 | -1
> CC(=O)c1cc2c(cc1F)C(C)(C)CCC2(C)C
  -6 | -12
> COc1cc(C(=O)NC(=S)N(CCC#N)Cc2cccnc2)cc(OC)c1OC
  -3 | -6
> COc1ccc(C2C(C#N)=C(N)N(c3cccnc3)C3=C2C(=O)CCC3)cc1Cn1cc([N+](=O)[O-])cn1 (stereo not given)
  -11 | -3
> Cc1ccc(-c2nnc(-n3nnc4ccccc43)c3ccccc23)cc1
  -1 | -9
> O=c1onc(-c2ccccc2)c2ccccc12
  8 | -6
> CN(C)c1nnnn1-c1ccc(Cl)cc1Cl
  15 | 0
> O=C(NCC1CCCO1)c1cccnc1NCc1ccc(F)cc1 (stereo not given)
  7 | -6
> CCCC(=O)OCCNC(=O)c1cc2ccccc2oc1=O
  11 | -24
> Cc1ccc(S(=O)(=O)NCc2ccccc2)cc1C(=O)NC1CCC(C)CC1 (stereo not given)
  -4 | -5
> O=C(/C=C/c1ccco1)Nc1cccnc1
  -12 | 7
> Cc1nnc(SC(C)C)n(N)c1=O
  -3 | 5
> Cc1c(NC(=O)N2CCCCCC2)c(=O)n(-c2ccccc2)n1C
  -5 | 2
> O=C(Cc1cccc(NC(=O)C2CCCN(C(=O)C3CCC3)C2)c1)Nc1cccc(C(=O)N2CCOCC2)c1 (stereo not given)
  13 | -12
> C=CCn1c(SCC(=O)N(C)C2CCS(=O)(=O)C2)nc2ccccc2c1=O (stereo not given)
  -1 | 13
> CC1CC(C)CN(C(=O)CSc2nnc(CSc3ncccn3)n2C)C1 (stereo not given)
  -7 | 8
> Cn1c(=O)c2cc(NC(=S)NCc3ccccc3F)ccc2n1Cc1ccccc1
  73 | -59
> COc1ccc(CNC(=O)C2CCN(S(=O)(=O)c3cccc(C(F)(F)F)c3)CC2)cc1
  -9 | -22
> CCn1c(SCC(=O)c2ccccc2)nnc1-c1cc2cc(Br)ccc2o1
  -45 | 3
> COc1ccc(N(C(C)C(=O)N2CCC(Cc3ccccc3)CC2)S(C)(=O)=O)cc1 (stereo not given)
  -32 | 5
> CCOc1ccc(NS(=O)(=O)c2ccc(SC)cc2)cc1
  -22 | 2
> COCCN(Cc1ccccc1)P(=O)(O)c1ccccc1OCC(=O)O
  10 | -10
> CN(Cc1ccccc1F)C(=O)CN1c2cccc3cccc(c23)S1(=O)=O
  -8 | -1
> Cc1cccc(N(C2C=CS(=O)(=O)C2)S(=O)(=O)c2ccccc2)c1 (stereo not given)
  -14 | 3
> Fc1ccccc1C1CCN(Cc2nc(CC3CC3)no2)C1 (stereo not given)
  3 | 3
> CN1CCN(C(=O)C2C3C=CC(C3)C2C(=O)O)CC1 (stereo not given)
  4 | -1
> CNc1nc(Cl)c(SC)c(NC2CCCCC2)n1
  6 | 3

High-throughput results: PubChem, Sanford-Burnham Center for Chemical Genomics
